Bioassay records deposited in PubChem BioAssay by several laboratories.
DNMT1 block = inhibitors of human DNMT1 | inhibition (reported as % activation of signal), % at 10 µM | DNMT1 molecular beacon, Hinp1I cleavage, fluorescence | AID 588458 | P26358 | hit rate 0.83% among 360,000; in the data active = inhibition above about 50%
Target sequence (P26358 504-1616 limits assumed): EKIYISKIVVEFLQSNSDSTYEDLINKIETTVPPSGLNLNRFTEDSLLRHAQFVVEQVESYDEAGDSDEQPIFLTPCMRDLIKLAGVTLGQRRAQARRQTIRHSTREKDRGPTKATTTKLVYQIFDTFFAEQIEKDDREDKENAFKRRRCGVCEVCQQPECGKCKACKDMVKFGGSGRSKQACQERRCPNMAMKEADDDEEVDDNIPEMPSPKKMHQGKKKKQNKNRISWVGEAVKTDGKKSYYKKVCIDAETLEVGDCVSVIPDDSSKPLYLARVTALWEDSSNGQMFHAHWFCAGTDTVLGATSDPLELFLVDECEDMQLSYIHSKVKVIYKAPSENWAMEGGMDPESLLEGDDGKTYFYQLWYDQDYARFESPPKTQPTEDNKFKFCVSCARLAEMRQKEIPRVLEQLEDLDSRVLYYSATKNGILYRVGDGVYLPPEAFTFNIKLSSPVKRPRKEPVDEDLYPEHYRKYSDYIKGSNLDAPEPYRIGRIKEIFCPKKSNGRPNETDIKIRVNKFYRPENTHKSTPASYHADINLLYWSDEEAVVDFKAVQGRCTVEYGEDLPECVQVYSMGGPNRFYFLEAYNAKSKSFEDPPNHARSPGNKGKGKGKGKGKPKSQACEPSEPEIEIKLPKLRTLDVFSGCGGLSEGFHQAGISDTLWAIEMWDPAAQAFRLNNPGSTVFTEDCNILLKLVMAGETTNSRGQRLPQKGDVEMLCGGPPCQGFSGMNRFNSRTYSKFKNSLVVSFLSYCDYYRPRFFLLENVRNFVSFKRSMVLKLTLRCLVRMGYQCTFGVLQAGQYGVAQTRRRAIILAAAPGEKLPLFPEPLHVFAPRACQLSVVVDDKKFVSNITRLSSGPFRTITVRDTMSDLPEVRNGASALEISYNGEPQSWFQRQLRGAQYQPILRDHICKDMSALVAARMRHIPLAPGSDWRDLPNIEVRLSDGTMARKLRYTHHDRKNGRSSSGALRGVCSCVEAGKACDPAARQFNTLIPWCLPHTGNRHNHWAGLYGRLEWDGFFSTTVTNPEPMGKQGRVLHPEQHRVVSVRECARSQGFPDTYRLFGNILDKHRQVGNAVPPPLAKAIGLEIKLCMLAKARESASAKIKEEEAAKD
CSN deneddyl inh = blocks human CSN-mediated cullin deneddylation; Q92905; hit rate 0.38% among 360,000; Purified CSN, SCF-Nedd8-OG deneddylation, fluorescence polarization; AID 651999; inhibition, % at 12.5 µM;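 active = pattern-corrected inhibition above about 35%, with an unprinted fluorescence ratio check between 0.5 and 1.5, limit read from the data, passing the limit was not always enough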;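 also: 0% = enzyme with substrate and 100% = substrate without enzyme; some results filed as inactive read as strong as hits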
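Detection – fluorescence polarization · System – HEK293T-derived human Csn5 enzyme · Controls – substrate-only high control, full reaction low control · Timing – 90 min, room temperature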
Scp-1 inhibitor = blocks human Scp-1 phosphatase activity. Q9GZU7. Recombinant Scp1, phosphopeptide, malachite green phosphate absorbance. inhibition, % at 20 µM. hit rate 0.88% among 340,000. AID 493091;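 active = inhibition above about 50% at 20 µM, limit read from the data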;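 also: plate controls were DMSO wells with enzyme for no effect and wells lacking enzyme for full effect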
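Test system: SCP-1 catalytic domain; Buffer or medium: Acidic Tris acetate buffer with magnesium and detergent; Also added: Phosphorylated 17-residue peptide substrate; Compound: single 20 µM dose, 1% DMSO; Schedule: enzyme reaction 45 min at room temperature, colour 5 min, stabilisation 30 min; Signal: Phosphate-binding colour reagent, absorbance read at 630 nm.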
MsrA inh = inhibits bovine methionine sulfoxide reductase A. inhibition, % at 15.5 µM. hit rate 0.75% among 360,000. AID 651718. purified bovine MsrA, absorbance read-out; in the data active = inhibition above about 4.5%;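 also: 0% = vehicle wells with enzyme and 100% = reference inhibitor wells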
TbMetRS inhib = blocks T. brucei methionyl-tRNA synthetase activity; purified T. brucei MetRS, ATP depletion, Kinase-Glo luminescence; inhibition, % at 11.9 µM; hit rate 0.4% among 360,000;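 active = inhibition above a per-plate cutoff of the control wells' mean inhibition plus 3 SD, cut at about 5.5% in these data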;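 also: 0% = DMSO wells median and 100% = median of wells with control inhibitor compound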
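Dosing: 11.9 µM single point; system: parasite MetRS enzyme; technique: luminescence of leftover ATP; times: 15 min enzyme-compound preincubation, 2 h reaction, 10 min detection, 25 °C; replicates: each compound tested once; read-out basis: percent inhibition relative to median high and low control wells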
NadD block = NadD (S. aureus) enzyme inhibition | purified NadD enzyme, colorimetric absorbance read-out | inhibition, % at 20 µM | hit rate 0.78% among 360,000 | AID 602399; in the data active = inhibition above about 26%; also: some compounds past the cut are filed as inactive
SUMO1 PPI mod = alters human SUMO1 binding to SIM partners | P63165 | SUMO1 binding to a labelled peptide, TR-FRET, 1 h | inhibition, % at 20 µM | hit rate 0.33% among 360,000 | AID 602429; in the data active = inhibition above about 37%
STEP block = blocks human striatal-enriched tyrosine phosphatase. P54829. recombinant STEP, OMFP fluorogenic substrate, fluorescence. inhibition, % at 20 µM. hit rate 0.25% among 360,000. AID 588621;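 active = inhibition at 20 µM, scaled per plate between control wells, above about 37%, limit read from the data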;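 also: 0% = DMSO with enzyme and substrate and 100% = substrate only without enzyme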
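Also added – OMFP at 25 µM · Test system – STEP tyrosine phosphatase · Technique – FITC-channel fluorescence of OMFP product · Schedule – 20 min at room temperature, dark · Evaluation – control-normalized % inhibition with plate pattern correction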
LMPTP block = LMPTP (human) inhibition; P24666; recombinant LMPTP-A, OMFP fluorogenic substrate, fluorescence intensity; inhibition, % at 20 µM; hit rate 0.22% among 360,000;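 active = compounds that cut the enzyme signal by at least half of the control window in the single-dose screen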;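 also: plate controls were DMSO wells with enzyme plus substrate for no effect and substrate without enzyme for full effect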
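Test system: LMPTP-A phosphatase enzyme. Amount: LMPTP-A at 0.625 nM final in the reaction. Reagent: OMFP substrate, 400 µM final. Times: 50 min at room temperature. Signal: endpoint fluorescence intensity from OMFP dephosphorylation. Read-out basis: % inhibition. Benchmarks: no-enzyme and uninhibited controls.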
Rpn11 block = blocks the human proteasome subunit Rpn11 | human 26S proteasome, Ub4-pepOG fluorescence polarization; 20S core pre-blocked with epoxomicin | AID 588493 | calls only at 20 µM | hit rate 0.59% among 360,000;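 active = inhibition at 20 µM, scaled to each plate's controls, above about 33%, limit read from the data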
The depositor's hits bear a star; i = inactive; . = not tested or not shown.

compound | STEP block | Scp-1 inhibitor | SUMO1 PPI mod | LMPTP block | MsrA inh | CSN deneddyl inh | NadD block | TbMetRS inhib | Rpn11 block | DNMT1 block
CCCN(CCC)CCCNC(=O)CS(=O)Cc1nc(-c2ccc(OC)c(OC)c2)oc1C (stereo not drawn) | -1 | -7 | 0 | 0.4 | -0.2 | 0 | 2 | 0.1 | i | 6
N=c1c(C(=O)NCc2ccco2)cc2c(=O)n3ccccc3nc2n1Cc1ccc(Cl)cc1 | 5 | 16 | 4 | 52* | 0.9 | 1 | 26 | 1.8 | i | 23
COc1ccc(N2CCN(C(CNC(=O)C(=O)NCCCn3ccnc3)c3ccco3)CC2)cc1 (stereo not drawn) | -3 | -9 | 5 | -3.5 | 0.8 | 2 | 0 | 0.3 | i | 17
Nc1ccc(OCCc2ccccc2)cc1 | -3 | -2 | 10 | 1.1 | 0.2 | 3 | 7 | -0.9 | i | 11
COc1ccc2oc(C(=O)OCC(=O)N3CCCCC3C)c(C)c2c1 (stereo not drawn) | 0 | -6 | -4 | -0.8 | 0.8 | -6 | 1 | -0.5 | i | 1
CCN(CC)CCNC(=O)Cn1cnc2sc(C)c(S(=O)(=O)N3CCN(c4ncccn4)CC3)c2c1=O | 2 | 2 | -1 | -0.8 | -0.8 | -6 | 0 | -0.7 | i | -3
CCOC(=O)CN1C(=O)C2(OCCCO2)c2ccccc21 | -3 | -8 | 6 | -2.9 | -1.1 | -9 | -5 | 0.3 | i | -3
O=c1[nH]nc(-c2ccc([N+](=O)[O-])o2)c(=O)[nH]1 | -1 | -5 | -30 | 1.0 | 2.1 | 5 | 0 | 0.1 | i | 2
CCCCCCCCCCCCCCCC(=O)OC(CC(=O)O)C[N+](C)(C)C (stereo not drawn) | 5 | -9 | 17 | -3.0 | 0.1 | -3 | -6 | -1.1 | i | -14
CCCn1nnc(NC(=S)NC(=O)Cc2ccccc2)n1 | -4 | -10 | 1 | -0.3 | 1.7 | -7 | -2 | 0.0 | i | 2
CN(C)S(=O)(=O)c1cccc(-c2nnc(SCc3cc(Cl)cc4c3OCOC4)n2N)c1 | 9 | -2 | 4 | 1.6 | -1.0 | 3 | 3 | -0.2 | i | -14
CC1(C(=O)NS(=O)(=O)c2ccccc2Cl)CCN1C(=O)c1ccccc1 (stereo not drawn) | -2 | . | 2 | -1.4 | 0.3 | 3 | -5 | 0.2 | i | 2
CN1C(=O)/C(=C/c2cc(C(C)(C)C)c(O)c(C(C)(C)C)c2)NC1=S | 2 | -5 | -6 | 0.5 | 0.4 | 4 | 8 | 0.0 | i | 1
Cc1ccc(N(CCCCN2C(=O)c3ccccc3C2=O)C(=O)c2ccc(Cl)s2)cc1 | 7 | -5 | 2 | 5.0 | -1.3 | -1 | -6 | 0.6 | i | -6
CCSC(C)CC1C/C(=N/O)c2c(C)noc2C1 (stereo not drawn) | -5 | -5 | 0 | -0.9 | 0.4 | 4 | -3 | -0.5 | i | -3
CCC(CC)C(=O)c1c[nH]c(C(=O)NN)c1 | -1 | 2 | 1 | -1.6 | -0.4 | 2 | -2 | -0.4 | i | 3
Cn1nc(-c2ccccc2)c2nc3ccccc3nc21 | -6 | 1 | -21 | 0.2 | -0.6 | -75 | -12 | -0.2 | i | 29
CCCCCCNS(=O)(=O)c1ccc(NC(=O)C2CCCO2)cc1 (stereo not drawn) | -1 | -10 | -2 | 1.0 | 0.2 | -2 | 4 | 0.5 | i | -14
CCOC(=O)c1cnn(-c2nc(SC)nc3sc4c(c23)CCCC4)c1N | 2 | -8 | 1 | 1.5 | 1.5 | 1 | -6 | 1.4 | i | -6
COc1cccc(S(=O)(=O)NCc2ccc(C(=O)Nc3ccc(Cl)cc3)cc2)c1 | 2 | -10 | -3 | 31 | -0.3 | -4 | -11 | 0.4 | i | 32

3 compounds from above, arranged by the number in LMPTP block, falling.
structure,Scp-1 inhibitor,SUMO1 PPI mod,LMPTP block,MsrA inh,CSN deneddyl inh,NadD block,TbMetRS inhib,Rpn11 block,DNMT1 block
CN(C)S(=O)(=O)c1cccc(-c2nnc(SCc3cc(Cl)cc4c3OCOC4)n2N)c1,-2,4,1.6,-1.0,3,3,-0.2,i,-14
CCCCCCNS(=O)(=O)c1ccc(NC(=O)C2CCCO2)cc1 (stereo not drawn),-10,-2,1.0,0.2,-2,4,0.5,i,-14
CCC(CC)C(=O)c1c[nH]c(C(=O)NN)c1,2,1,-1.6,-0.4,2,-2,-0.4,i,3

Other structures follow.
compound | STEP block | Scp-1 inhibitor | SUMO1 PPI mod | LMPTP block | MsrA inh | CSN deneddyl inh | NadD block | TbMetRS inhib | Rpn11 block | DNMT1 block
CC1Cc2ccccc2N1C1=CC(=O)CC(C)(C)C1 (stereo not drawn) | -1 | -5 | -1 | -0.9 | 3.3 | -3 | -6 | -0.1 | i | 6
CN1CCN(CCNC(=O)Nc2ccccc2C(F)(F)F)CC1 | -11 | -2 | -2 | -5.4 | 0.8 | 1 | -3 | -1.7 | i | 1
Cc1cc(C)c2c(N)c(S(=O)(=O)Cc3ccccc3)sc2n1 | 2 | 0 | -3 | -1.4 | 0.8 | 4 | 6 | 0.1 | i | 0
CN(CC(=O)Nc1ccccc1Cl)C(=O)c1cc(-c2cccs2)nn1-c1ccccc1 | 2 | 7 | 0 | 1.8 | -0.4 | 0 | -1 | 0.2 | i | 0
COC(=O)[C@H]1C[C@H]2[C@@H]3CC[C@H]4C[C@@H](OC)CC[C@]4(C)[C@H]3CC[C@]2(C)[C@@]2(CCCO2)O1 | -1 | -1 | 9 | 3.4 | -1.4 | 2 | 4 | 0.4 | i | -2
Cc1ccc(C(=O)CSc2nc3ccccc3c(=O)[nH]2)cc1 | 1 | -8 | 2 | -0.5 | 0.1 | -6 | 7 | -0.2 | i | 2
CC(C)(C)C(=O)NC(=S)Nc1sc2c(c1C(N)=O)CCC2 | -4 | -5 | -7 | 0.2 | 1.9 | 1 | 3 | -0.5 | i | 4
O=C(CN1CCC(NC(=O)c2ccccc2F)CC1)NCc1ccc(F)cc1 | 1 | -5 | -3 | 0.0 | 0.6 | 2 | -2 | 1.0 | i | 0
O=C(CCNS(=O)(=O)c1ccc2ccccc2c1)NCCOc1ccccc1 | -1 | -5 | 1 | 0.4 | 0.1 | -2 | -5 | -0.1 | i | 1
Cc1ccc(C(=O)NC2CCN(C(=O)NCc3ccccc3)CC2)cc1 | -2 | -2 | 0 | -0.7 | -0.2 | 3 | -3 | -0.4 | i | -1
O=C(O)CCCCCCNS(=O)(=O)c1ccccc1 | -1 | -9 | 0 | -2.0 | -0.6 | 2 | -7 | 0.5 | i | 3
O=C(N/N=C/c1ccc[nH]1)c1ccccc1O | -2 | -8 | 5 | 0.8 | 4.3 | 9 | -7 | -0.7 | i | -4
O=c1c(O)c(-c2ccc3c(c2)OCO3)oc2ccccc12 | 2 | -14 | 1 | 5.1 | 2.1 | 2 | -2 | -1.3 | i | 19
O=C1CCCC(=O)N1CCCCCCN1C(=O)CCCC1=O | -1 | . | -4 | -1.0 | 0.5 | -4 | 1 | 0.0 | i | 0
CSCCC1Nc2ccc(S(=O)(=O)N3CCOCC3)cc2NC1=O (stereo not drawn) | 0 | -5 | -4 | -2.0 | -0.2 | 7 | -6 | 0.0 | i | -11
O=C(COC(=O)COc1cccc(C(F)(F)F)c1)NC1CCCC1 | 0 | 1 | 31 | -0.8 | -0.1 | 0 | -1 | -0.6 | i | 1
COc1cccc(CNC(=O)[C@@H]2CCCN2C(=O)[C@@H]2CCCN2C(=O)c2c(F)cccc2F)c1 | . | . | -3 | -1.6 | 0.2 | -5 | -1 | -2.1 | . | .
COc1cc(C(=O)OCC(=O)Nc2cc(-c3cc(C)c(C)cc3C)nn2-c2ccccc2)cc(OC)c1OC | 2 | -10 | 4 | -1.6 | -1.7 | -2 | 2 | -0.5 | i | 4
Nc1c(C(=O)NC2CCCC2)c2nc3ccccc3nc2n1N | 3 | -6 | -7 | 5.1 | 2.6 | 0 | -4 | -0.4 | i | -5
CCCCNC(=O)C1(C)CCCCN1CC(=O)c1ccc(OC)cc1 (stereo not drawn) | 2 | . | -4 | 0.3 | 0.9 | 0 | -1 | -0.3 | i | -4
O=C(Nc1nc2c(s1)CN(Cc1ccccc1)CC2)C1CCC1 | 0 | -4 | -2 | 6.8 | -0.7 | 5 | 8 | -1.0 | i | 2
CCOC(=O)c1cn2nc(-c3ccc(OCC)cc3)cc2nc1C1CCN(C(=O)OC(C)(C)C)CC1 | 2 | -17 | 20 | 2.7 | -0.2 | 3 | 0 | -1.1 | i | -1
Cc1c(OC(C)C(=O)NCc2ccccn2)ccc2c3c(c(=O)oc12)CCCC3 (stereo not drawn) | -5 | -3 | 0 | -0.5 | 0.3 | -5 | -1 | -0.3 | i | 2
O=C(CCn1c(=O)oc2cc(Cl)ccc21)Nc1ccc(N2CCOCC2)cc1 | 4 | 3 | -1 | -0.2 | 0.3 | 6 | -2 | 0.1 | i | -2
CC(=O)N1c2c(cc(Br)cc2S(=O)(=O)N2CCOCC2)CC1C (stereo not drawn) | -1 | 5 | -4 | -0.2 | 2.4 | 2 | 4 | -0.4 | i | -1
CSC1=NCCN1C(=O)Cc1ccc(F)cc1 | -2 | -7 | 1 | 0.2 | 0.9 | -4 | 0 | -0.5 | i | 0
O=C(OCc1nnc(-c2ccccc2)o1)C1CC(=O)N(c2ccccc2)C1 (stereo not drawn) | -2 | -5 | 4 | -0.4 | -0.1 | 2 | 0 | 0.7 | i | 1
CC(C)c1ccc2[nH]c3c(c2c1)[C@@H]1CCN2C(=O)CCC[C@H](C3)[C@H]12 | 0 | -6 | 3 | 0.5 | 0.0 | 0 | -3 | 0.1 | i | -4
O=C(CN1C(=O)COc2ccc(S(=O)(=O)N3CCCC3)cc21)N1CCCC1 | -2 | -7 | -3 | 1.6 | -0.9 | 3 | -3 | -0.4 | i | 1
COc1cccc(-c2ccc(-c3noc(-c4cccs4)n3)c(OC)n2)c1 | 1 | 22 | 4 | 1.6 | -0.1 | 3 | -5 | -0.3 | i | -4
CCC(C)N(C(=O)COC(=O)c1[nH]c(C)c(C(C)=O)c1C)C1CCS(=O)(=O)C1 (stereo not drawn) | 4 | -17 | 4 | -0.5 | 0.1 | 2 | -2 | -0.3 | i | 0
Cc1cccc(C)c1NC(=O)C(c1ccc(C#N)cc1)n1c(=O)c(-c2ccccc2)nc2ccccc21 (stereo not drawn) | . | . | -31 | 0.1 | 1.3 | -5 | . | -0.8 | . | .
